MT stabilizer: microtubule stabilizers in HeLa cells, primary screen, imaging, high-content imaging. AID 2205, 2009. % tubulin-high responders, % at 10 µM. HeLa tubulin immunostaining HCS, 24 h; share of cells brighter than vehicle mean+2SD. hit rate 0.83% among 200,000;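 active means plate Z-score above 3 for both tubulin-high and condensed-nucleus cell shares, with cell loss under 80%, at 10 µM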;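 further: anti alpha tubulin signal scored within the nucleus-defined area of each cell; some results filed as inactive read as strong as hits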
CSM14.1 death rescue: rescue of cells from ER stress-induced death, primary screen, 384-well, CSM14.1, thapsigargin, ATP luminescence (AID 1222); CSM14.1 thapsigargin-induced death rescue, ATP luminescence; higher % means a stronger effect; cellular ATP content (survival), % at 20 µM, or EC50 in µM where a hit was titrated; 190,000 tested, under 10 active;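 active means EC50 below 50 µM in the dose-response confirmation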;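 further: death triggered by thapsigargin at about 15 µM added after 2 h compound pretreatment; cell ATP read after overnight thapsigargin exposure of roughly 18 to 22 hours; normalized against plate controls of thapsigargin alone and 5% DMSO vehicle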
Lipid droplet: inhibitors of hepatocyte lipid droplet formation, primary screen, imaging, high-throughput imaging, BODIPY stain. AML12 mouse hepatocytes, oleate lipid droplets. inhibition, % at 6.5 µM. hit rate 0.4% among 240,000. AID 1656, 2009;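 active means lipid droplet intensity inhibited by at least 50%, with more than 500 cells counted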
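Test system: AML12 hepatocytes (mouse); reagent: oleate loading, 100 µM; dosing: one dose, 6.5 µM compound; incubation: overnight exposure; signal: fluorescence imaging, 20x objective, two fields per well; read-out basis: % inhibition of corrected integrated BODIPY droplet signal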
Insulin prom up: insulin promoter activators in MIN6 cells, imaging, high-content screening, mouse beta cells; MIN6 insulin promoter-GFP reporter; stronger effect = higher value; z-score at 5 µM; hit rate 0.3% among 190,000; AID 1625, 2009;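 active means z-score above 3 at 5 µM with at least 500 cells counted in the well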
Autophagy HCS: autophagy modulators in MEF cells, primary screen, imaging, high-content, MEF GFP-LC3; MEF GFP-LC3 puncta imaging; test concentration mostly 10 µM; calls only at 10 µM (by protocol); hit rate 0.98% among 190,000; AID 463193, 2010;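 active means percentage of spot-positive cells more than 3 SD above its plate mean, without a fluorescence outlier flag or 80% toxicity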;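 further: spot-positive cell cutoff set from DMSO-treated cells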
bCat nuc transl: modulators of beta-catenin nuclear translocation, primary screen, imaging, HeLa cells, immunofluorescence, high-content; AID 1665, 2009; hit rate 0.3% among 190,000; nuclear translocation activity, % at 5 µM;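 active means nuclear translocation activity above 50% at 5 µM, with a well cell count of 50 or more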;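 further: per-cell ratio of nuclear to cytoplasmic median beta-catenin stain intensity; plate controls were DMSO negative control for no effect and GSK-3 inhibitor IX positive control for full effect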
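System: HeLa cells, endogenous beta-catenin; compound dosing: 5 µM primary single dose, 0.1% DMSO, 0.02–20 µM confirmation series; incubation: 24 h compound exposure at 37°C, 5% CO2; signal: beta-catenin immunofluorescence imaging with DAPI; evaluation: % activation, nuclear-to-cytoplasmic median beta-catenin signal ratio per cell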
T cell HTS: modulators of CD8 T cell-vesicle binding, primary screen, mouse 2C CD8+ T cells, flow cytometry; 2C CD8+ T cell-vesicle binding; stronger effect = lower value; calls only at 7 µM; hit rate 0.068% among 330,000;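 active means response, share of CD8 T cells binding vesicles, and their 90th percentile fluorescence all below set limits, cut at about 80% in these data, passing the limit was not always enough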
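Also added: QL9-peptide-loaded Drosophila micro-vesicles bearing Ld, ICAM-1 and B7-1; Test system: purified 2C TCR transgenic mouse naive CD8+ T cells; Measured by: cytometric PE anti-B7-1 and Alexa647 anti-CD8 signals after 1% paraformaldehyde fixation; Timing: binding step 1.5 h, 37 °C, antibody labelling 20 min, ice.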
Salmonella PhoP GFP: inhibitors of PhoP regulon expression, primary screen, Salmonella Typhimurium, GFP reporter (AID 1863). hit rate 0.16% among 300,000. one-dose inhibition, % at 50 µM; IC50 in µM for titrated hits. S. Typhimurium PhoP-regulated promoter GFP reporter, 4 h; higher % means a stronger effect;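 active means inhibition over 29.93%, a cutoff 3 SD above the screen mean, later confirmed by dose response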;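 further: 0% = low Mg2+ inducing control and 100% = high Mg2+ repressing control; strong numbers were not always called active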
Dynein transport: inhibitors of GR-EGFP nuclear translocation, primary screen, dynein cargo transport inhibitor project, imaging, high-content, 3617.4 mouse cells; z-score, hits read low; test concentration mostly 20 µM; stimulated with dexamethasone, 1 µM; stronger effect = lower value; hit rate 0.47% among 220,000; AID 1381, 2008;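 active means plate z-score of nuclear minus cytoplasmic receptor signal below a set negative limit, without overly bright fluorescence or cell loss, cut at about -3.5 in these data, passing the limit was not always enough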;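 further: z-score of nuclear minus cytoplasmic ring GR-EGFP intensity difference per well; some compounds called inactive have numbers as strong as hits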
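Buffer or medium: Induction medium lacking tetracycline, stripped serum | Also added: Dexamethasone agonist, 1.0 µM final, for 30 min | Timing: 48 h induction, 1 h compound, 30 min dex at 37 °C | Detection: Formaldehyde fixation, Hoechst nuclear stain, 10x automated fluorescence imaging | Measure: Nuclear versus cytoplasmic GR-EGFP signal, averaged per well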
Dynein transport cytoplasmic EGFP: recorded beside Dynein transport, whose call it bears; z-score; measured here: cytoplasmic GR-EGFP intensity; stronger effect = higher value
Dynein transport nuclear GR-EGFP: second read-out of Dynein transport, no call of its own (marks repeat the call); z-score; measured here: nuclear GR-EGFP intensity;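 lower value marks the stronger effect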
Dynein transport cell count: recorded beside Dynein transport, whose call it bears; z-score; measured here: cell count per field
Insulin prom up cell count: recorded beside Insulin prom up, whose call it bears; cell count; measured here: cytotoxicity, nuclei count;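 total cells summed across four imaged fields per well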
Lipid droplet cells 6.5 µM: recorded beside Lipid droplet, whose call it bears; cell count; measured here: cell count, cytotoxicity flag;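 cells counted across two imaged fields per well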
bCat nuc transl cell count 5 µM: also measured in bCat nuc transl; calls as there; cell count; measured here: cell count, cytotoxicity flag
T cell HTS vesicle-bound %: second read-out of T cell HTS, no call of its own (marks repeat the call); double positive events, %; measured here: CD8+ vesicle-bound cell fraction;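 binding gate set so that unloaded-vesicle control wells show 10% double positive cells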
MT stabilizer Hoechst-high %: second read-out of MT stabilizer, no call of its own (marks repeat the call); % Hoechst-high responders; measured here: nuclear condensation Hoechst responders;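 share of cells brighter than vehicle mean plus two SD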
MT stabilizer cytotoxicity %: recorded beside MT stabilizer, whose call it bears; toxicity, %; measured here: cytotoxicity by cell density;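 0% = mean cell density of plate MIN control wells and 100% = no cells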
Autophagy HCS cell loss 18 h: recorded beside Autophagy HCS, whose call it bears; toxicity, %; measured here: cell loss, nuclei count;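 cell loss after 18 h compound exposure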
Numbers without * were called inactive; i = inactive; / = no result given.

SMILES | MT stabilizer | MT stabilizer Hoechst-high % | MT stabilizer cytotoxicity % | CSM14.1 death rescue | Lipid droplet | Lipid droplet cells 6.5 µM | Insulin prom up | Insulin prom up cell count | Autophagy HCS | Autophagy HCS cell loss 18 h | bCat nuc transl | bCat nuc transl cell count 5 µM | T cell HTS | T cell HTS vesicle-bound % | Salmonella PhoP GFP | Dynein transport | Dynein transport cytoplasmic EGFP | Dynein transport nuclear GR-EGFP | Dynein transport cell count
Cc1ccc(Oc2ccc(OCC(=O)OC3CCS(=O)(=O)C3)cc2)cc1 (stereo unspecified) | 3.6 | 2.5 | 3.3 | / | / | / | / | / | i | -7 | / | / | i | 9 | / | -0.066 | -0.21 | -0.13 | -0.086
CCOC(=O)C1(Cc2ccccc2Cl)CCN(S(=O)(=O)N(C)C)CC1 | 4.7 | 1.9 | 12 | -1.1% | 0 | 659 | -0.35 | 1415 | i | 8 | 0.9 | 1032 | i | 41 | -3% | 1 | -0.21 | 0.55 | -0.43
Cc1ccc(-n2cccc2C(=S)N=P(N(C)C)(N(C)C)N(C)C)cc1 | 2.3 | 2.2 | 7.0 | -1.2% | / | / | -2.6 | 996 | i | 2 | -1.3 | 1134 | i | 28 | 9% | -0.49 | -0.15 | 0.12 | -0.19
COC(=O)c1ccccc1NC(=O)C1CC(c2ccccc2O)=NO1 (stereo unspecified) | 2.1 | 1.9 | 4.4 | -2.6% | 0 | 813 | 0.08 | 1275 | i | -5 | 0.6 | 898 | i | 20 | 9% | -0.94 | -0.19 | -0.66 | 0.93
O=C1/C(=C/c2ccc([N+](=O)[O-])cc2)C=C(c2ccccc2)N1c1ccccc1 | 0.4 | 1.4 | 10 | -0.9% | / | / | 0.9 | 1540 | i | -4 | -1.3 | 1320 | i | 17 | 11% | -0.34 | 0.029 | -0.25 | -0.14
COc1ccccc1N(CC(=O)Nc1ccc(S(=O)(=O)N2CCCCC2)cc1)S(C)(=O)=O | 5.1 | 3.1 | 8.6 | 0.4% | 32 | 736 | -0.12 | 997 | i | 6 | 1.9 | 1026 | i | 54 | 7% | -0.83 | -0.26 | -0.66 | 0.26
Nc1nc(N2CCN(C(=O)c3ccco3)CC2)nc2ccc(Br)cc12 | 2.4 | 2.2 | 6.9 | -1.1% | 0 | 707 | -3.6 | 1361 | i | -1 | 2.5 | 1104 | i | 31 | 0% | -0.004 | -0.22 | -0.13 | 0.59
COc1cc(C(=O)N/C(=C\c2cn(S(=O)(=O)N(C)C)c3ccccc23)C(=O)NCCCO)cc(OC)c1OC | 1.5 | 1.9 | 1.8 | 21% | 16 | 680 | -0.69 | 1179 | i | 2 | -1.0 | 1035 | i | 7 | 3% | 0.58 | -0.32 | 0.33 | 0.058
C=CCn1c(O)c(N=NC(=S)Nc2ccc(OC)c(Cl)c2)c2ccccc21 | 5.6 | 2.8 | 9.7 | 2.4% | 6 | 767 | -2.6 | 754 | i | 2 | -2.0 | 540 | i | 56 | -8% | -0.39 | -0.19 | 0.67 | -0.097
CC(=O)NC(C)C(=O)OCc1ccc(Cl)cc1Cl (stereo unspecified) | 2.1 | 1.8 | 4.4 | -1.2% | 15 | 604 | -0.41 | 1737 | i | 1 | 0.5 | 1045 | i | 22 | 2% | -0.16 | -0.13 | 0.57 | -0.18
CCN1CCN(CCNC(=O)C2CCCN(Cc3nc(-c4cccc(Cl)c4)oc3C)C2)CC1 (stereo unspecified) | 3.7 | 2.3 | 2.4 | -2.4% | / | / | 0.07 | 845 | i | -5 | / | / | i | 63 | -2% | 0.38 | 0.01 | 0.51 | -0.57
CCC(c1nnc(SCC(=O)Nc2cc(Cl)ccc2C#N)n1C1CCCCC1)N(C)C (stereo unspecified) | 2.6 | 2.4 | 9.2 | 0.5% | -6 | 619 | 0.24 | 1307 | i | 5 | -0.7 | 897 | i | 50 | 0% | 0.65 | -0.19 | 1.2 | -1.9
O=C(CCC1CCCC1)Nc1ccccc1-c1ccccc1 | 2.0 | 3.0 | 5.1 | -3.1% | 6 | 645 | / | / | i | 11 | -1.3 | 948 | i | 41 | 6% | 0.52 | -0.29 | 1.2 | -0.6
CCOC(=O)/C(C#N)=C/c1ccc(OC(=O)c2ccccn2)cc1 | 3.3 | 2.5 | 4.4 | 0.1% | 26 | 675 | 0.08 | 1559 | i | 0 | -1.5 | 1049 | i | 26 | 2% | -0.21 | -0.2 | -0.35 | 0.28
c1coc(CNC2CCCCC2)c1 | 2.9 | 1.4 | 4.5 | 0.2% | 9 | 728 | 0.53 | 1146 | i | -18 | -1.0 | 1209 | i | 25 | -10% | -0.2 | -0.22 | 0.2 | -1.1
COc1ccc(/C=N/NC(=O)c2ccc(COc3cccc4cccnc34)cc2)cc1OC | 2.0 | 3.2 | 8.4 | 5.4% | 5 | 703 | -0.09 | 1219 | i | -10 | -1.8 | 1156 | i | 58 | -3% | -0.78 | 0.5 | 0.01 | 0.19
CCC1CCCCN1C(=S)NC(=O)c1ccc(F)c(S(=O)(=O)N2CCOCC2)c1 (stereo unspecified) | 3.5 | 1.1 | 5.7 | -0.2% | -7 | 661 | 0.49 | 1566 | i | 9 | -2.8 | 1027 | i | 36 | -4% | -0.35 | -0.28 | 0.26 | 1.1
COc1cc(C#N)ccc1OCC(=O)NCc1cccs1 | 3.5 | 2.6 | 6.3 | 0.7% | 4 | 665 | 1.2 | 1271 | i | 2 | -1.8 | 1110 | i | 48 | -9% | 2 | -0.31 | 0.43 | -1.9
O=C(CSc1nnc(-c2cccs2)n1-c1ccccc1)N1CCOCC1 | 3.1 | 2.7 | 4.3 | -2.3% | 12 | 648 | 0 | 1249 | i | -10 | / | / | i | 6 | -6% | -0.03 | -0.25 | 0.32 | 0.052
C=CCNc1ncnc2c1cnn2-c1ccc(OC)cc1 | 4.3 | 2.2 | 2.3 | -3.9% | / | / | 0.31 | 995 | i | -2 | 0.0 | 893 | i | 45 | -1% | -0.24 | -0.21 | 0.039 | 0.63
CCOC(=O)c1ccc(NC(=O)Nc2ccc(Cl)cn2)cc1 | 2.8 | 2.3 | 9.5 | -1.3% | 13 | 650 | 0.49 | 1165 | i | -3 | -2.1 | 1093 | i | 59 | -2% | -1.1 | -0.3 | -0.66 | 1.3
COc1ccccc1NC(=O)C1CCCN(c2cc(C)nc3ncnn23)C1 (stereo unspecified) | 2.3 | 1.2 | 2.2 | 1.3% | -8 | 706 | 0.13 | 1109 | i | 8 | -3.0 | 1222 | i | 51 | -7% | 0.75 | -0.19 | 0.57 | -0.56
COc1cc(/C=C/C(=O)O)cc(S(=O)(=O)N2CCc3ccccc32)c1OC | / | / | / | -0.2% | 1 | 612 | / | / | i | 14 | 1.1 | 1059 | i | 36 | -4% | 0.097 | -0.23 | 0.36 | 0.38
COc1cc(OC)cc(-c2cc3nc(C4CCN(C(=O)OC(C)(C)C)CC4)cc(=O)n3[nH]2)c1 | 1.8 | 0.8 | 3.5 | -0.9% | -3 | 797 | 0.52 | 862 | i | 30 | / | / | i | 9 | 4% | -0.65 | -0.23 | -0.1 | 0.59
O=C(c1cc2ccccc2oc1=O)N1CCCC1 | 3.1 | 1.9 | 7.4 | -0.4% | 21 | 750 | -0.58 | 1281 | i | -1 | -1.0 | 1081 | i | 50 | -5% | 1.2 | -0.17 | 0.88 | -1
Cc1cc(C)c2c(=O)[nH]c(SCC(=O)c3ccc(C)c(C)c3)nc2n1 | 1.9 | 3.0 | 6.5 | -1.3% | -12 | 638 | 0.66 | 1617 | i | 19 | -0.8 | 942 | i | 55 | -10% | -1.2 | -0.21 | -0.57 | 0.31
COc1ccccc1CNC(=O)CSC1=NCCS1 | 0.3 | 3.9 | 4.1 | -0.7% | 4 | 676 | 0.12 | 1119 | i | -3 | -1.0 | 1078 | i | 42 | -9% | -1.1 | -0.31 | -0.47 | 0.75

Bioassay records as filed in PubChem.
